Bioassay records from PubChem.
zfTRPN1 agonist: activates the zebrafish TRPN1 channel; HEK293 zebrafish TRPN1-YFP, Fluo-8 calcium fluorescence; 100% = response to 87 µM carbachol; activation, % at 3 µM; 220,000 compounds, 0.18% hits;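 active = activation above its plate's cutoff, the mean activation of test wells on that plate plus 3 SD, cut at about 19% in these data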;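 note: 0% = DMSO alone and 100% = 87 µM carbachol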
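Material – zebrafish TRPN1-YFP in HEK293 cells · Doses – 3 µM single point · Schedule – dye 1 h 37 °C plus 30 min RT · Signal – Fluo-8 calcium fluorescence, excitation 470-495 nm, emission 515-575 nm · Read-out – % activation versus carbachol response · Control set – carbachol high, DMSO low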
CHOP inhibitor: CHOP inhibition in unfolded protein response; CHO-K1 CHOP-promoter luciferase, tunicamycin-induced, 15-18 h; inhibition, % at 10 µM; 220,000 compounds, 3.8% hits; AID 2732;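 active = compounds that reduced the stress-induced luciferase reporter signal by more than about 70% of percent inhibition, limit read from the data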;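 note: 0% = tunicamycin plus vehicle and 100% = wells without tunicamycin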
PPC-1+TRAIL kill: PPC-1 cancer cell killing with TRAIL present; PPC-1 cells + TRAIL, ATPLite viability luminescence; cell killing (% activity), % at 4 µM; 220,000 compounds, 0.41% hits;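 active = cell killing above 50% in the first pass at 4 µM, then a duplicate retest at 5 µM averaging 50% or more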;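 note: plate controls were cells with TRAIL plus DMSO for no effect and medium-only wells lacking cells for full effect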
Wee1 stabilizer: blocks degradation of human Wee1 kinase. P30291. reporter increase, % at 5 µM. HeLa Luc-Wee1K328M stability, luciferase luminescence; 100% = proteasome inhibitor MG132 effect. 220,000 compounds, 1.2% hits;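 active = activation above the mean of all tested compounds plus 3 SD, set per screening run, cut at about 8.8% in these data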;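 note: cells exposed to compound for 20 h before luminescence read; 0% = DMSO alone and 100% = MG132 at 30 µM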
Target sequence (P30291 whole entry K328M): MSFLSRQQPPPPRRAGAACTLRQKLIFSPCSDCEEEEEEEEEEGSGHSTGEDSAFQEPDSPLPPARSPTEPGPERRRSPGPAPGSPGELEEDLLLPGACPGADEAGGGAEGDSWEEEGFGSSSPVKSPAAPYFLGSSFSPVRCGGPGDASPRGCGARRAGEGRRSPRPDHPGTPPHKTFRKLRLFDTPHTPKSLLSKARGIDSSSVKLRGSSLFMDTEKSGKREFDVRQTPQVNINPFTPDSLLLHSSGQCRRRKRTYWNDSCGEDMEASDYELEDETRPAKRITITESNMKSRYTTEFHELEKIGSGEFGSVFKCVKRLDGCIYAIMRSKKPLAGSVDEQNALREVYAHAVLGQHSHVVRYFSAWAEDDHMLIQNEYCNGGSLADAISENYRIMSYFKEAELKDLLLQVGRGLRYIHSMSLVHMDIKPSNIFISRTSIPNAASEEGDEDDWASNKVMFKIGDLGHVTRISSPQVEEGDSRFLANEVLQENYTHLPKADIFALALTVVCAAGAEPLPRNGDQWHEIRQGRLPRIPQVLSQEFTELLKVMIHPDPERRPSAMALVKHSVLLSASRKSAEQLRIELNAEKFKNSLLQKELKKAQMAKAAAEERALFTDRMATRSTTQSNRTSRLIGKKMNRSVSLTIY
BaF3 tox: parental Ba/F3 viability inhibition as JAK2V617F counter-screen. CellTiter-Glo ATP luminescence. inhibition, % at 5.6 µM. 220,000 compounds, 1.1% hits;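 active = inhibition above a per-campaign cutoff, the mean inhibition of all tested compounds plus 3 SD, cut at about 27% in these data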;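 note: 0% = DMSO wells and 100% = JAK Inhibitor I control wells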
RBBP9 inhibitor: blocks human serine hydrolase RBBP9. 220,000 compounds, 0.2% hits. AID 1515. recombinant RBBP9, FP-Rh probe fluorescence polarization. inhibition, % at 7.94 µM;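 active = inhibition above the campaign mean of all tested compounds plus 3 SD, cut at about 14% in these data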;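 note: plate controls were DMSO wells with RBBP9 for no effect and wells lacking RBBP9 protein for full effect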
Target sequence (O75884 whole entry, looked up): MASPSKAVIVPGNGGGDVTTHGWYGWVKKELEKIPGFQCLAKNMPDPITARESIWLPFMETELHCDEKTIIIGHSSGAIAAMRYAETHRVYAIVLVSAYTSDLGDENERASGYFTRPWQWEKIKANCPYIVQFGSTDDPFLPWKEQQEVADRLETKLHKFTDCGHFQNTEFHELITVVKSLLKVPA
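Material: RBBP9 protein. Amount: RBBP9 at 2.5 µM in dispensed solution, before mixing. Schedule: 30 min then 45 min, 25 °C. Medium: Tris buffer pH 8.0, NaCl, Pluronic. Measured by: fluorescence polarization. Measure: percent inhibition from mP, scaled between DMSO and no-protein wells. Replication: one well per compound.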
TNF death inh: blocks TNF-alpha induced death of Jurkat FADD-/- cells; Jurkat FADD-/- TNF necroptosis rescue, ATP luminescence, 24 h; 0 = TNF only, 100 = no-TNF cells; activation (protection from cell death), % at 10 µM; 220,000 compounds, 0.068% hits; AID 463075;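 active = activation, meaning protection from cell death, of at least 50% relative to plate controls; inactive = activation below 50%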;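 note: necroptosis triggered by 40 ng/mL TNF-alpha added together with compound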
Ba/F3 V617F tox: loss of viability in JAK2V617F-driven Ba/F3 cells | Ba/F3 EpoR-JAK2V617F viability, ATP luminescence | inhibition, % at 5.6 µM | 220,000 compounds, 1.1% hits | AID 1446;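 active = inhibition above the campaign mean plus 3 SD over all tested compounds, cut at about 24% in these data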;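 note: cytokine-independent growth of Ba/F3 cells driven by EpoR plus mutant JAK2; 0% = DMSO-treated cells and 100% = JAK inhibitor I control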
TRPML3 agonist: activates the human TRPML3 channel; Q8TDD5; HEK293 TRPML3-YFP, Fluo-8 calcium fluorescence; 100% = the carbachol control signal; activation, % at 3 µM; 220,000 compounds, 0.29% hits; AID 1448;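 active = activation above its plate's cutoff, the mean activation of the plate's test wells plus 3 SD, cut at about 12% in these data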;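 note: 0% = DMSO only wells and 100% = carbachol wells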
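Material: TRPML3-YFP stable HEK293 cells | Dosing: One concentration, 3 µM nominal, 0.3% DMSO | Timing: 125 s total fluorescence read per well | Technique: Fluo-8 calcium dye fluorescence, ex 470-495, em 515-575 nm | Measure: Percent activation from peak-to-basal fluorescence ratio, scaled between DMSO and carbachol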
An asterisk follows results filed as active; . = no result given. This is a random part of the collection; about 6.8% have a hit in one of these screens.

molecule	zfTRPN1 agonist	CHOP inhibitor	PPC-1+TRAIL kill	Wee1 stabilizer	BaF3 tox	RBBP9 inhibitor	TNF death inh	Ba/F3 V617F tox	TRPML3 agonist
CCC(Cc1ccccc1)NC(=O)CN1C(=O)CSc2ncccc21 (centres undefined)	0.8	24	7	-2	11	-3	-1.7	5	-0.4
CN(C)S(=O)(=O)c1ccc(Cl)c(NC(=O)COC(=O)c2cc(-c3ccccc3)nc3ccccc23)c1	0.4	28	13	-2	3	-11	-1.7	1	0.9
CCCc1cc(-c2n[nH]c(=S)n2CC)cs1	-1.5	38	13	2	-1	5	0.3	-3	-0.3
COc1ccc(CN2C(=O)/C(=C/c3ccncc3)SC2=S)cc1	-0.6	12	16	0	3	-3	-7.0	-3	0.5
COc1cccc(OCCn2ccnc2)c1	2.1	18	23	-1	0	-10	-1.3	-6	0.8
Cc1ccc(S(=O)(=O)N2CCN(CC(=O)N/N=C/c3ccco3)CC2)cc1	-0.7	-5	-2	4	1	-2	2.9	-3	0.4
O=C1CCCc2nc(N3CCN(Cc4ccccc4)CC3)ncc21	4.7	34	4	1	1	-13	-8.3	-2	0.2
CC(C)(C)c1ccc(/C=N/NC(=S)NCc2ccccc2)cc1	-1.2	65	18	17*	-3	-7	1.0	-3	0.8
CCc1nc(SCc2nnc(-c3ccc(C)cc3)o2)c2c(C)c(C)sc2n1	-0.2	.	.	0	-2	-1	-0.4	-1	0.7
Cc1cc(C)c2cc(CN(Cc3ccco3)C(=S)NCC3CCCO3)c(=O)[nH]c2c1 (centres undefined)	-0.8	7	4	-3	0	-6	2.2	-6	0.3
Cc1ccc(CN(Cc2cccnc2)C(=S)Nc2cc(Cl)ccc2C)cc1	-1.1	34	-12	1	0	-1	-1.0	1	0.0
Cc1cc(NC(=O)Nc2cccc(C(F)(F)F)c2)no1	3.9	93*	11	-1	3	-12	-0.5	-1	0.7
O=[N+]([O-])c1cccc(Cl)c1N1CCOCC1	-1.8	8	35	0	2	-5	0.4	0	0.8
Cc1ccc(-c2csc(NC(=O)CSc3nc4ccccc4[nH]3)n2)cc1	-0.8	56	12	-2	5	-31	2.9	0	-0.2
COC(=O)CCC(=O)c1oc2ccc(Cl)cc2c1NC(=O)CCCN1C(=O)c2ccccc2C1=O	-1.2	13	27	-1	2	3	-6.0	-3	0.2
COC(=O)c1cc2ccccc2c(-c2c(OC)c(C(=O)OC)cc3ccccc23)c1OC	-0.5	28	17	2	0	-5	-5.9	-4	-0.5
Cc1csc2ncc(C(=O)NCCc3ccccc3)c(=O)n12	0.3	17	-2	-3	2	7	-0.5	-2	0.6
O=c1[nH]c(=O)n(Cc2ccco2)c2c1C(C(F)(F)F)(C(F)(F)F)N=C(CCc1ccccc1)N2	-0.5	49	21	0	7	-6	-4.0	-1	-1.2
CCOC(=O)C(NC(=O)c1ccc(OC)cc1)(N1CCCC1=O)C(F)(F)F (centres undefined)	-0.1	44	12	3	8	8	-0.6	2	-0.1
O=C(Cc1c[nH]c2ccccc12)N1CCN(c2ccccc2)CC1	1.4	14	8	7	5	-3	2.7	1	0.2
COc1ccc(N2CC(C(=O)NCCCN3CCOCC3)CC2=O)cc1 (centres undefined)	1.5	12	17	0	6	0	-3.2	4	0.7
Cc1ccccc1-c1coc2cc(O)ccc2c1=O	1.3	5	3	-2	0	-3	-1.3	1	0.0
COc1ccccc1N1C(=O)C=C(Sc2nc(C)cc(C)n2)C1=O	0.3	32	23	0	-1	-8	-28	2	1.1
CC(C)CC[n+]1ccn(-c2nc3ccccc3nc2[N-]S(=O)(=O)c2ccc(Cl)cc2)c1	1.4	26	-10	1	-1	-2	1.1	-2	0.1
CCN(CC)CCn1c(SCC(=O)NCc2ccco2)nc2c(sc3ccccc32)c1=O	1.4	-6	15	-2	10	-2	0.0	4	-0.1
COc1ccccc1N(C)S(=O)(=O)c1ccc(C(=O)NCc2ccc3c(c2)OCO3)cc1	3.9	41	16	0	9	-4	-0.8	0	1.5
O=C(CN1CCN(Cc2ccccc2Cl)CC1)N/N=C/C=C/c1ccco1	1.5	-1	6	-4	-5	-2	-1.9	-1	0.5
CCc1ccccc1NC(=O)c1ccc(F)c(S(=O)(=O)N2CCC(C(N)=O)CC2)c1	-0.1	25	2	-2	9	-5	-0.3	-6	0.7
COC(=O)c1ccc(N/C=C/C(=O)c2ccc(OC)c(OC)c2)cc1	1.7	21	17	-2	-1	2	1.6	-6	0.8
CNC(=S)N1CCN(c2c(F)cc3c(=O)c(C(=O)O)cn(C4CC4)c3c2OC)CC1C (centres undefined)	2.3	11	21	3	1	-4	0.0	-3	0.8

Only zfTRPN1 agonist, PPC-1+TRAIL kill and BaF3 tox, for 3 of the compounds above:
compound | zfTRPN1 agonist | PPC-1+TRAIL kill | BaF3 tox
CCc1nc(SCc2nnc(-c3ccc(C)cc3)o2)c2c(C)c(C)sc2n1 | -0.2 | . | -2
Cc1cc(C)c2cc(CN(Cc3ccco3)C(=S)NCC3CCCO3)c(=O)[nH]c2c1 (centres undefined) | -0.8 | 4 | 0
Cc1ccc(CN(Cc2cccnc2)C(=S)Nc2cc(Cl)ccc2C)cc1 | -1.1 | -12 | 0

Remaining list, next part.
compound	zfTRPN1 agonist	CHOP inhibitor	PPC-1+TRAIL kill	Wee1 stabilizer	BaF3 tox	RBBP9 inhibitor	TNF death inh	Ba/F3 V617F tox	TRPML3 agonist
C=CCNC(=O)C(C(=O)OCC)C1CCCCC1 (centres undefined)	-0.9	14	12	0	0	4	-1.8	-3	0.2
Cc1sc(-n2c(C)ccc2C)c(C#N)c1C	0.0	-11	5	0	4	-7	-0.5	3	-0.7
O=C(NCc1ccc(N2CCCC2=O)cc1)Nc1cccc(Cl)c1	3.0	14	10	-3	2	-3	-2.0	-5	1.5
O=C(CSc1nc2c(cnn2-c2ccccc2)c(=O)[nH]1)NC1CCS(=O)(=O)C1 (centres undefined)	-0.2	3	28	1	7	4	0.5	-2	1.7
COc1ccc(-n2nnc3c(=O)n(CC(=O)N4CCC(C)CC4)cnc32)cc1	1.6	20	14	4	4	-5	-0.4	1	1.4
O=c1oc2ccccc2c(Nc2cccc3cccnc23)c1[N+](=O)[O-]	-0.7	0	27	1	6	6	-3.8	2	0.7
CC1(C)CC(=O)C=C(NC2CCS(=O)(=O)C2)C1 (centres undefined)	-0.1	.	.	1	0	5	-0.7	-4	-0.5
O=C(COC(=O)c1ccccc1)NCc1cccs1	0.1	-16	12	-2	4	-3	1.7	-1	-0.9
O=C(Cn1cnc2c(oc3ccccc32)c1=O)NCC1CCCO1 (centres undefined)	-0.7	-5	-1	0	1	-6	-0.1	-4	0.2
N#Cc1c(=O)c2nc(NCCCO)ncc2n2c(=O)c3ccccc3[nH]c12	-0.1	-6	7	3	2	-2	-1.4	1	1.1
COc1ccc(NC(=O)C2C3C=CC(O3)C2C(=O)NCc2cccnc2)cc1 (centres undefined)	0.8	-13	-15	1	1	-4	0.1	0	-0.5
Cn1ccnc1Sc1ccc(C=O)cc1[N+](=O)[O-]	0.7	-9	-6	-2	9	-6	5.5	-1	0.3
O=C(CSc1nnc(-c2ccc(F)cc2)o1)N1CCN(C(=O)c2ccco2)CC1	0.7	18	-2	0	-1	-8	-3.8	-4	0.7
O=C(NNc1cc(Cl)ccc1Cl)c1cccnc1Cl	-0.6	19	0	-1	1	-5	-0.8	0	0.2
COC(=O)C1SCC2C(=O)N(Cc3ccc(F)cc3)CC(=O)N21 (centres undefined)	1.4	9	21	-2	7	-2	-0.5	-2	0.8
CCOc1ccc(CNC(=S)N/N=C/c2ccncc2)cc1	-2.2	27	18	1	-2	-10	1.5	-4	0.0
CCNc1nc(Oc2ccc(C(=O)OCC)cc2)nc(N2CCOCC2)n1	-0.4	9	25	0	-1	-9	0.7	1	0.7
Cc1ccccc1C1CCCN(Cc2nc(C3CC3)no2)C1 (centres undefined)	-1.1	19	21	2	2	-8	0.3	-1	-0.3
Cc1ccc(NS(=O)(=O)c2ccc(C(=O)NCC3CCCO3)cc2)cc1 (centres undefined)	3.9	24	17	11*	7	-1	0.6	1	3.7
O=C(Nc1ccc2c(c1)nc1n2CCOC1)C1CCCCC1	0.0	9	-2	4	-2	4	0.9	-5	0.7
O=C(CN1C(=O)CSc2ccc(S(=O)(=O)N3CCOCC3)cc21)NCCCN1CCOCC1	-0.4	-1	-10	-1	0	-1	0.8	-3	1.0
COc1ccccc1OCCCC(=O)NCc1ccco1	2.2	3	7	-2	6	-6	-0.9	-2	0.3
NC(=NCCc1c[nH]c2ccccc12)NC(=O)c1ccc(Cl)cc1	-1.8	52	5	-2	4	-4	1.1	-1	0.1
Cc1cc(C)cc(NC(=O)C2CCCC2)c1	-0.1	35	-23	7	2	-8	-1.6	0	-0.8
CCOC(=O)N1CCN(c2ccc(N3C(=O)CCCC3=O)cc2[N+](=O)[O-])CC1	-0.9	2	6	0	3	-6	1.2	0	-0.2
CCOC(=O)Cc1c(C)nc2c(-c3ccccc3OC)c(C)nn2c1C	-0.9	-8	24	-1	1	-8	-0.6	1	-0.8
O=C1c2ccccc2C(=O)N1CCC(=O)N1CCc2ccccc21	0.0	.	.	0	2	-4	-1.7	-4	0.2
c1ccc(-c2nnc(OCCN3CCOCC3)c3ccccc23)cc1	-1.1	5	29	-1	6	-3	-0.3	2	-0.2
